# RGS7-Gao reg: RGS7-Galphao binding modulators, primary screen, biochemical, multiplexed bead flow cytometry. binding response (% of control), % at 10 µM. actives lie on both sides. hit rate 0.35% among 220,000; in the data active means binding response below about 49% or above about 150%; inconclusive means no clear call, values can overlap the other calls; inactive means in between;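 further: fluorescent Galphao held in activated GDP-AlF4 state binding bead-coupled RGS7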
# Target sequence (P09471 whole entry, looked up): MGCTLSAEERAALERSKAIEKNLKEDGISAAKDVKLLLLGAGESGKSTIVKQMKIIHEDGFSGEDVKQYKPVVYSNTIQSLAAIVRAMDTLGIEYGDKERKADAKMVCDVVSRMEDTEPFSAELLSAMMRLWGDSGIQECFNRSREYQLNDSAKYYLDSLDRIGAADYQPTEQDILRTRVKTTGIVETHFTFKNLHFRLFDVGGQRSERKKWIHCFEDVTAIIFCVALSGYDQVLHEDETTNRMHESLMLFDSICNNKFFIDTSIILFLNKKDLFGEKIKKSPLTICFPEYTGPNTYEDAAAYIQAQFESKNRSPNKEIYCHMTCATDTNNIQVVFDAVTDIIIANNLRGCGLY
# RGS4-Gao reg: modulators of RGS4 binding to Galphao, primary screen, biochemical, multiplexed bead flow cytometry | Guanine nucleotide-binding protein G(o) subunit alpha (Homo sapiens), P09471 | actives lie on both sides | binding response (% of control), % at 10 µM | hit rate 0.33% among 220,000; in the data active means binding response below about 49% or above about 150%; inactive means in between;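 further: fluorescent Galphao activated with aluminum fluoride binding bead-coupled RGS4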
# GSH bead fluor: compound fluorescence on glutathione beads, profiling panel, artefact control, biophysical, 488/530 nm, flow cytometry. hit rate 0.25% among 190,000. GSH beads flow cytometry, compound fluorescence 488/530 nm; stronger effect = higher value. fluorescence (KMESF) at 10 µM; in the data active means fluorescence above about 89;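 further: glutathione beads carrying GST-tagged Bcl family fusion proteins plus one bare bead set; values are compound well signal with DMSO vehicle wells as background; inactives centre near 16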
# Bim-Bcl-XL: inhibitors of Bim-Bcl-XL binding, primary screen, biochemical, multiplexed, bead flow cytometry, human Bcl-XL | Bcl-2-like protein 1 (Homo sapiens), Q07817 | Bim peptide-Bcl-XL binding, fluorescence | inhibition, % at 10 µM | hit rate 0.04% among 190,000 | AID 1007, 2008
# Bim-Bcl-B: inhibitors of Bim-Bcl-B binding, primary screen, biochemical, multiplexed, human Bcl-2 family; Bcl-2-like protein 10 (Homo sapiens), Q9HD36; inhibition, % at 10 µM; bead-based flow cytometry, Bim peptide-Bcl-B binding; hit rate 0.073% among 190,000;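 further: 0% = tracer peptide without compound and 100% = reference inhibitor peptide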
# Target sequence (Q9HD36 whole entry, looked up): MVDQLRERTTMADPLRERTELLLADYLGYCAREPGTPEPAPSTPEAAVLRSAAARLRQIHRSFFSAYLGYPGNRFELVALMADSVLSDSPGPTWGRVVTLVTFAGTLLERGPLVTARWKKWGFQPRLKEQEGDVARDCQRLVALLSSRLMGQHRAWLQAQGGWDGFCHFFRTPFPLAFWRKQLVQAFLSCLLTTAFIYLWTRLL
# Bfl-1 Bim block: inhibitors of Bim binding to Bfl-1, primary screen, biochemical, multiplexed, bead-based flow cytometry; hit rate 0.12% among 190,000; Bim-Bfl-1 binding inhibition; AID 1008, 2008; inhibition, % at 10 µM; Bcl-2-related protein A1 (Homo sapiens), Q16548;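 further: 0% = wells without compound plus tracer and 100% = blocker peptide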
# Bim-Bcl-2: inhibitors of Bim-Bcl-2 binding, primary screen, biochemical, multiplexed, human Bcl-2 family; inhibition, % at 10 µM; Apoptosis regulator Bcl-2 (Homo sapiens), P10415; hit rate 0.06% among 190,000; AID 950, 2007; Bead-based flow cytometry, Bim peptide-Bcl-2 binding; in the data active means inhibition above about 40%; inconclusive means no clear call, values can overlap the other calls;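 further: 0% = no compound wells with probe peptide and 100% = reference peptide inhibitor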
# Target sequence (P10415 whole entry, looked up): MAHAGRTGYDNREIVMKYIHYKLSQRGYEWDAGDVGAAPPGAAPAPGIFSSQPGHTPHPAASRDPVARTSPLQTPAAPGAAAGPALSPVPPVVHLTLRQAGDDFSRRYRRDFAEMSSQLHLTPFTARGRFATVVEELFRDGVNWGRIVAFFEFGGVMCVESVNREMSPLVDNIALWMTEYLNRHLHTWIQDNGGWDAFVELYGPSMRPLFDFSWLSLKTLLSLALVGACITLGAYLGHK
# ABCB1 block: ABCB1 efflux pump inhibitors, primary screen, cell-based, multiplex, flow cytometry, ABCG2 counter-screen. ATP-dependent translocase ABCB1 (Homo sapiens), P08183. inhibition, % at 6.6 µM. CCRF-Adr cells, JC-1 efflux. hit rate 0.067% among 190,000; in the data active means inhibition above about 40%;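 further: 0% = vehicle and 100% = reference inhibitor; higher value means more JC-1 retained so stronger ABCB1 efflux block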
# Bcl-W Bim block: inhibitors of Bim binding to Bcl-W, primary screen, biochemical, multiplexed, bead-based flow cytometry. inhibition, % at 10 µM. AID 952, 2007. Bim peptide-Bcl-W binding. hit rate 0.02% among 190,000;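 further: 0% = bound tracer without compound and 100% = peptide blocker; higher means less fluorescent Bim peptide bound to Bcl-W beads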
# Target sequence (Q92843 whole entry, looked up): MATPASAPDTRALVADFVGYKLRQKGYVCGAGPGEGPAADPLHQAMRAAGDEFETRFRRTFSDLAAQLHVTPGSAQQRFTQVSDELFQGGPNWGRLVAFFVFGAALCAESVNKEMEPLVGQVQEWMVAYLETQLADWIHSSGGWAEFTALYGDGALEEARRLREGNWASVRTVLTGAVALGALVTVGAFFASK
# Avidin fluor: green autofluorescence of compounds with avidin beads – biophysical, 488/530 nm, flow cytometry, artefact control, profiling panel | compound fluorescence 488/530 nm; stronger effect = higher value | fluorescence (KMESF) at 10 µM | hit rate 0.38% among 220,000 | AID 1775, 2009; in the data active means fluorescence above about 47; further: inactives centre near 10
# ABCG2 block: ABCG2 efflux pump inhibitors, primary screen, multiplex with ABCB1, IgMXP3 cells, flow cytometry; inhibition, % at 6.6 µM; hit rate 0.1% among 190,000; Broad substrate specificity ATP-binding cassette transporter ABCG2 (Homo sapiens), Q9UNQ0; JC-1 efflux; AID 1325, 2008;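 active means inhibition above 80%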;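 further: 0% = DMSO and 100% = nicardipine control wells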
#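 Test system: IgMXP3 (ABCG2) plus far-red-tagged CCRF-Adr (ABCB1) cells / Amount: 3 million cells/mL in well / Reagent: JC-1 transporter substrate / Timing: 10 min compound exposure, 25 °C / Signal: flow cytometry, 530 nm JC-1 signal / Read-out: percent efflux inhibition, scaled nicardipine 100% to DMSO 0% / Benchmarks: nicardipine as high control, DMSO as low control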
# Active calls of the source: *; ? = inconclusive; nt = not tested or not shown. Unless noted, no stated cut-off is given here; in the data, active means inhibition above about 40%.
SMILES,RGS7-Gao reg,RGS4-Gao reg,GSH bead fluor,Bim-Bcl-XL,Bim-Bcl-B,Bfl-1 Bim block,Bim-Bcl-2,ABCB1 block,Bcl-W Bim block,Avidin fluor,ABCG2 block
CCS(=O)(=O)c1ccc2c(c1)N(S(=O)(=O)c1ccc(Cl)cc1)CC(C(=O)O)O2 (stereo unspecified),?,102.6,17,1.0,-4.0,-8.0,-5.0,0.4,-1.0,10,2.3
Cc1ccc(S(=O)(=O)c2cc3ccccc3oc2=O)cc1,106.0,103.7,10,-3.0,0.0,-4.0,2.0,2.5,2.0,9,13.4
Cc1ccc(NC(=O)CN(c2cc(C)cc(C)c2)S(=O)(=O)c2c(C)noc2C)nc1,99.2,99.6,23,0.0,-4.0,-4.0,-3.0,1.0,-4.0,5,5.0
Cc1ccc(/C=N/NC(=O)CCSc2ccccc2)cc1,90.3,91.0,13,-5.0,-6.0,-14.0,-11.0,0.4,-2.0,10,12.9
COc1cc(/C=N/N=C(\N)c2nonc2N)cc(OC)c1OC,98.2,101.1,17,-5.0,-4.0,-5.0,-2.0,-0.1,-2.0,8,2.4
CSc1ccc(/C=C/c2cc(=O)c3ccccc3[nH]2)cc1,104.4,97.5,9,-5.0,-3.0,2.0,-1.0,0.0,-4.0,5,0.3
COc1ccc(C2CC(c3ccc(C)cc3)Nc3nc(N)nn32)cc1 (stereo unspecified),104.2,103.1,18,-6.0,-4.0,-10.0,-1.0,0.8,1.0,33,41.2
C(=N\N(c1ccccc1)c1ccccc1)/c1ccc(N2CCOCC2)s1,95.2,97.0,13,-3.0,-9.0,-6.0,-2.0,0.6,1.0,7,2.7
O=C(CN(CCc1ccccc1)S(=O)(=O)c1ccc(Br)cc1)N/N=C/c1ccc2c(c1)OCO2,90.9,95.8,9,-4.0,-5.0,-7.0,-2.0,0.1,-1.0,5,0.0
CCCCC(CC)C(=O)Nc1ccc(Nc2ccccc2)cc1 (stereo unspecified),82.7,86.1,2,-8.0,-4.0,0.0,-7.0,1.3,-2.0,4,21.1
Cn1c(-c2ccc(F)cc2)cnc1SCC(=O)NNC(=O)Cc1ccccc1,101.7,102.2,15,0.0,-2.0,-6.0,-1.0,0.2,0.0,12,0.8
CC(=O)Nc1cccc(C(=O)N/N=C/c2ccccc2F)c1,98.9,97.8,3,-8.0,-7.0,-1.0,-1.0,0.9,-4.0,12,7.2
COc1ccc(-n2nnnc2-c2nc3ccccc3s2)cc1,102.7,102.5,6,-2.0,-5.0,0.0,0.0,-0.6,-3.0,3,-0.8
O=[N+]([O-])c1ccc2c(c1)C(N1CCOCC1)/C(=C/C1(O)CCCCC1)O2 (stereo unspecified),100.2,97.5,19,1.0,0.0,-1.0,4.0,0.6,4.0,11,2.0
COc1ccc(CNC(=O)CSc2nnc3c(Cl)cc(C(F)(F)F)cn23)cc1OC,98.3,97.2,11,-9.0,-10.0,-5.0,-7.0,-0.3,-5.0,22,-0.4
CS(=O)(=O)c1ccc(Cl)c(NC(=O)CSc2nc3ccccc3c(=O)n2CCCN2CCOCC2)c1,94.7,92.6,8,-1.0,-2.0,-1.0,-2.0,2.7,-3.0,14,50.5
CCOc1ccc2nc(NC(NC(C)=O)(C(=O)OC)C(F)(F)F)sc2c1 (stereo unspecified),103.9,98.4,36,9.0,-13.0,-2.0,-3.0,1.1,0.0,8,2.0
CC1=C(C(=O)N2CCOCC2)C(c2c(C)cc(C)cc2C)NC(=S)N1 (stereo unspecified),99.7,102.6,11,-2.0,-6.0,-6.0,-1.0,0.3,0.0,23,1.2
Cc1cccn2c(=O)c(C=O)c(Sc3ncccn3)nc12,112.2,105.1,71,-3.0,-3.0,6.0,0.0,0.1,-2.0,12,1.3
C/C(Nc1cccc(F)c1)=C(/C#N)C(N)=O,102.5,97.9,15,1.0,0.0,0.0,0.0,0.5,-1.0,11,1.6
COc1ccc(CCSc2nnc(C3CCCCC3)n2N)cc1,98.4,100.0,25,-9.0,-11.0,-21.0,-7.0,0.5,-4.0,20,13.9
CCOC(=O)C1(C(F)(F)F)N=C(c2cccnc2)OC(N2CCCCC2)=N1 (stereo unspecified),99.7,100.5,23,-3.0,-5.0,-3.0,0.0,1.3,-2.0,4,8.7
C=CCNC(=O)C(=O)NCCOc1ccccc1Cl,101.8,104.2,15,-7.0,-11.0,-4.0,-18.0,0.0,-4.0,14,7.5
Cc1cc(C)nc(SC2CCCCC2NS(=O)(=O)c2ccc(Cl)cc2)n1 (stereo unspecified),105.9,106.4,14,-6.0,-8.0,-12.0,-5.0,1.6,-1.0,9,2.4
CCNc1nc(NCC)n2c(SC(C(=O)Nc3cc(C)ccc3C)c3ccccc3)nnc2n1 (stereo unspecified),103.3,107.0,16,-13.0,-11.0,1.0,0.0,-0.4,-15.0,3,-0.9
C=CCOc1ccc(Br)cc1CNCCO,100.3,99.7,8,-2.0,0.0,-7.0,-2.0,0.5,-5.0,3,1.2
CCOc1ccccc1NC(=O)CN1C(=O)CSC(C)C1=O (stereo unspecified),101.3,104.2,23,-2.0,-6.0,-7.0,-4.0,0.8,0.0,5,3.6
CC(C)(C)c1ccc(OCCCNCc2ccccc2)cc1,97.8,101.0,10,-1.0,-4.0,0.0,-1.0,1.9,-2.0,6,3.7
O=C1COc2ccc(C(=O)COC(=O)CCSc3ccc(Cl)cc3)cc2N1,?,100.5,14,0.0,-2.0,4.0,2.0,1.8,-5.0,9,3.0
CC1CC(C)CN(C(=O)CCCn2c(=S)[nH]c3ccccc3c2=O)C1 (stereo unspecified),94.1,96.4,62,-2.0,-5.0,-2.0,0.0,-0.1,-2.0,14,0.2
O=C(CSc1nnc2ccccn12)Nc1nsc(-c2ccccc2)n1,97.2,97.6,7,-3.0,-9.0,-2.0,-3.0,0.1,-2.0,3,-0.3
COc1ccc(C(O)c2nccn2Cc2ccccc2)cc1 (stereo unspecified),94.4,103.0,5,-3.0,-1.0,-3.0,-2.0,0.5,-2.0,11,2.8
CC(Sc1cccc[n+]1[O-])C(=O)Nc1cccc(S(=O)(=O)N2CCOCC2)c1 (stereo unspecified),101.5,105.3,11,-7.0,-23.0,-1.0,-7.0,-0.1,-9.0,12,2.9
Cc1csc2nc(CNS(=O)(=O)c3ccc4c(c3)CCCC4)cn12,102.0,100.8,22,-2.0,-5.0,-10.0,-6.0,1.0,0.0,8,3.5
COC(=O)c1c(C(=O)OC)c2cccc3cc(-c4ccccc4)c4ccc1c4n32,93.0,97.2,27,4.0,-8.0,44.0*,15.0,0.0,34.0,11,37.4
COc1ccc(CC(=O)Nc2ccc3c(c2)CCC3)cc1,102.5,101.2,19,-12.0,-12.0,-17.0,-12.0,0.3,-8.0,15,2.1

# 4 compounds already listed, arranged by the value under Bfl-1 Bim block, low to high:
compound	Bfl-1 Bim block
Cc1csc2nc(CNS(=O)(=O)c3ccc4c(c3)CCCC4)cn12	-10.0
Cc1ccc(NC(=O)CN(c2cc(C)cc(C)c2)S(=O)(=O)c2c(C)noc2C)nc1	-4.0
CS(=O)(=O)c1ccc(Cl)c(NC(=O)CSc2nc3ccccc3c(=O)n2CCCN2CCOCC2)c1	-1.0
Cc1cccn2c(=O)c(C=O)c(Sc3ncccn3)nc12	6.0

# (cont.)
SMILES,RGS7-Gao reg,RGS4-Gao reg,GSH bead fluor,Bim-Bcl-XL,Bim-Bcl-B,Bfl-1 Bim block,Bim-Bcl-2,ABCB1 block,Bcl-W Bim block,Avidin fluor,ABCG2 block
NC(=O)NC(=O)CSc1nnc(-c2ccc(Cl)cc2)n1CC1CCCO1 (stereo unspecified),102.3,101.2,16,-3.0,-5.0,-6.0,-1.0,-0.7,0.0,11,-1.3
CN(O)/C=C/C(=O)c1ccc(Br)cc1,?,102.9,15,0.0,0.0,1.0,2.0,0.4,0.0,11,2.4
O=C(O)c1ccc(NS(=O)(=O)/C=C/c2ccccc2)cc1O,102.1,106.2,22,1.0,1.0,0.0,1.0,-0.1,3.0,34,0.8
CC1CCCCN1Cc1ccc(N)cc1 (stereo unspecified),100.8,101.1,13,-6.0,-5.0,-2.0,-6.0,0.0,-6.0,20,-1.7
CCCCC1OC2(C)OC(=N)C1(C#N)C(C#N)(C#N)C2c1ccccc1 (stereo unspecified),98.3,95.7,19,-13.0,-14.0,-13.0,-6.0,-0.2,-6.0,14,-2.5
CCCCc1ccc(NC(=O)COCC)cc1,99.9,99.9,32,-1.0,-9.0,-12.0,-3.0,1.5,1.0,23,22.3
COc1ccc(N(CN2C(=O)c3ccccc3C2=O)C(=O)COc2ccc(Cl)cc2Cl)cc1,103.2,102.2,11,-7.0,-6.0,-4.0,-7.0,5.8,-14.0,11,40.5
Cc1ccccc1-c1nnc(NC(=O)c2cc3ccccc3oc2=O)s1,104.7,102.4,16,-4.0,0.0,-1.0,-2.0,1.5,0.0,7,20.4
CC(C)C(=O)Nc1ccc(C(=O)N2CCCCCC2)cc1,102.3,98.9,46,-13.0,-4.0,-9.0,-7.0,-0.1,2.0,5,-0.1
COc1ccc(CCC(C)Nc2ccccc2F)cc1 (stereo unspecified),98.2,95.9,22,nt,nt,nt,?,1.7,nt,3,8.6
CC(C)(C)c1ccc(O)c(/C=N\O)c1,103.2,99.5,22,-8.0,-8.0,-19.0,-6.0,-0.1,0.0,29,8.8
COc1ccc(/C=C/C(=O)Nc2cccc(C(C)=O)c2)cc1,98.2,102.6,6,19.0,9.0,20.0,12.0,nt,11.0,15,-0.3
Cn1ccnc1SCC(=O)c1ccc2ccccc2c1,?,99.3,18,-2.0,-6.0,0.0,1.0,-0.2,-2.0,10,2.4
O=[N+]([O-])c1cc(S(=O)(=O)Nc2ccccc2)ccc1N1CCN(c2ccccc2)CC1,94.0,96.1,9,11.0,14.0,10.0,12.0,-0.4,11.0,5,-0.5
O=C(Nc1ccccc1)C1=C[C@@H](C2CCCCC2)C[C@@H](OCc2ccc(CO)cc2)O1,93.5,95.1,20,-3.0,4.0,3.0,-1.0,2.8,-4.0,5,14.8
CC(C)(C)c1ccc(C(=O)Nc2nonc2-c2nc3ccccc3[nH]2)cc1,94.8,96.7,24,-6.0,-10.0,-10.0,-7.0,-0.3,-4.0,17,1.5
Cc1ccc(C(=O)Nc2nc(COc3ccccc3)cs2)s1,nt,nt,44,-12.0,0.0,-3.0,-3.0,1.9,-2.0,nt,14.3

# Bioassay records (PubChem)
